Gli-Sufu antag – Gli-Sufu pathway antagonists, primary screen, luciferase luminescence, Sufu-KO-LIGHT cells, uHTS | Sufu-KO-LIGHT fibroblasts, Gli luciferase reporter luminescence | inhibition, % at 5 µM | AID 588413, 2011 | 340,000 tested, 0.74% active;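 active = inhibition above about 55%, limit read from the data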;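 also: 0% = DMSO-treated cells and 100% = wells with medium but no cells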
697 NFkB inh – inhibitors of PMA/ionomycin-induced NF-kB reporter, 697 cells, primary screen, B-cell NF-kB inhibitor project, cell-based, luminescence, uHTS; AID 435022, 2010; inhibition, % at 4 µM; 697 B-cell NF-kB luciferase reporter, 16 h; 330,000 tested, 0.33% active; in the data active = inhibition above about 35%
CCR6 antag – CCR6 receptor antagonists, primary screen, cell-based, CHO-K1, luminescence, beta-arrestin, uHTS. CHO-K1 CCR6 PathHunter beta-arrestin, CCL20-stimulated. inhibition, % at 20 µM. 340,000 tested, 0.49% active. AID 493098, 2011;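 active = compounds whose inhibition of the agonist-driven luminescence signal at 20 µM reaches about 50%, limit read from the data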;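 also: cells stimulated with CCL20 at 14 nM final; plate controls were DMSO with CCL20 for no effect and DMSO without agonist for full effect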
Target sequence (P51684 whole entry, looked up): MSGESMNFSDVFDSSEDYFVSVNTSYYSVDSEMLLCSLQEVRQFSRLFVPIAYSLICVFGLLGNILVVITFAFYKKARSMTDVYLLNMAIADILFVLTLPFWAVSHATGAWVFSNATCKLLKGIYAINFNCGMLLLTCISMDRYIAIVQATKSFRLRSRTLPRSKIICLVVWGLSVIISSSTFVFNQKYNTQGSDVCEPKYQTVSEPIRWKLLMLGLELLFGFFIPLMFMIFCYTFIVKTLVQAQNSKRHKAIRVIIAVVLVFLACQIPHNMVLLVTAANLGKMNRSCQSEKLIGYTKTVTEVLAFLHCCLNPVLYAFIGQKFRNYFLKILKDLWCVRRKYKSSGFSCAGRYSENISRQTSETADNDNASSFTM
APJ antag – antagonists of human apelin receptor APJ, primary screen, CHO-K1 cells, beta-arrestin complementation, luminescence; P35414; inhibition, % at 20 µM; 330,000 tested, 0.32% active; AID 2521, 2010;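 active = inhibition above about 40% at 20 µM, limit read from the data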;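 also: cells challenged with 10 nM apelin-13 agonist together with compound; plate controls were apelin-13 plus DMSO wells for no effect and DMSO wells lacking apelin-13 for full effect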
Jurkat NFkB inh – inhibitors of induced NF-kB luciferase reporter, primary screen, TCR NF-kB activation inhibitor project, cell-based, luminescence, uHTS; Jurkat, PMA/ionomycin-induced NF-kB luciferase reporter; inhibition, % at 4 µM; 330,000 tested, 0.53% active; in the data active = inhibition above about 50%
CXCR6 block – CXCR6 receptor inhibitors, primary screen, cell-based, beta-arrestin, luminescence, CHO-K1 PathHunter, 1536-well | C-X-C chemokine receptor type 6 (Homo sapiens), O00574 | inhibition, % at 20 µM | 360,000 tested, 0.36% active | AID 602244, 2012; in the data active = inhibition above about 34%, passing the limit was not always enough;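 also: antagonist mode with CXCL16 agonist at 10 nM final; 0% = 10 nM CXCL16 with DMSO and 100% = unstimulated wells without agonist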
Target sequence (O00574 whole entry, looked up): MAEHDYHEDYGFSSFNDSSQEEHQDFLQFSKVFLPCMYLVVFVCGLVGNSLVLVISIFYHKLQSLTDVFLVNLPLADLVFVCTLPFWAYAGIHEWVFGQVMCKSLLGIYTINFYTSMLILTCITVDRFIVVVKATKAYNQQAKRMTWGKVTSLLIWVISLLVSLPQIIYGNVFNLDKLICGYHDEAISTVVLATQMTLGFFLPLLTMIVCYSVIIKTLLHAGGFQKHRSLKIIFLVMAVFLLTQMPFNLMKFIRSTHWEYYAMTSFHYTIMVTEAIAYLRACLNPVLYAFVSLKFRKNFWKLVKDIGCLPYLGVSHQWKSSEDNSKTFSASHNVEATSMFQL
UBC13 polyUb – UBC13 polyubiquitin chain formation inhibitors, primary screen, biochemical, TR-FRET, uHTS | Ubiquitin-conjugating enzyme E2 N (Homo sapiens), P61088 | inhibition, % at 20 µM | 330,000 tested, 0.47% active | AID 485273, 2010; in the data active = inhibition above about 45%, passing the limit was not always enough; inconclusive = no clear call, values can overlap the other calls
EBI2 block – EBI2 receptor antagonists, beta-arrestin recruitment, primary screen, cell-based, luminescence, 7a,25-OHC stimulation, uHTS; inhibition, % at 5 µM; 7a,25-OHC stimulated; 360,000 tested, 0.81% active; G-protein coupled receptor 183 (Homo sapiens), P32249; in the data active = inhibition above about 38%;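 also: enzyme fragment complementation signal reports receptor beta-arrestin coupling in cells; 0% = agonist plus DMSO wells and 100% = wells without agonist; some results beyond the cut were filed as inactive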
Target sequence (P32249 whole entry, looked up, the tested form may be a part): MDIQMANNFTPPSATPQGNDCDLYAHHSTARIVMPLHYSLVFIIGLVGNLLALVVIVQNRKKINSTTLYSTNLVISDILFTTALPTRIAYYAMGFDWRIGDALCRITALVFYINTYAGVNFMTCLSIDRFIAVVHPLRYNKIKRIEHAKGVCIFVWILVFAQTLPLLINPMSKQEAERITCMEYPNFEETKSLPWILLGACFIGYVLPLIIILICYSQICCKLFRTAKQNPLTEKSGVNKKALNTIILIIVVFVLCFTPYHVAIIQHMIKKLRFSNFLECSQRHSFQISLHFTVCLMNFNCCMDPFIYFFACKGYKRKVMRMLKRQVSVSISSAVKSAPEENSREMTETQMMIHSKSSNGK
Numbers without * were called inactive; ? = inconclusive; . = no result given.

Molecule	Gli-Sufu antag	697 NFkB inh	CCR6 antag	APJ antag	Jurkat NFkB inh	CXCR6 block	UBC13 polyUb	EBI2 block
CCCNC(=O)c1onc(CSc2ccc(Cl)cc2)c1C(=O)NCC1CC1	9	6	22	-20	9	2	6	-6
COc1cc2c(cc1OC)C(c1ccc(-c3cc(Cl)ccc3Cl)o1)=NCC2	16	-11	0	11	11	-1	6	62*
COc1cc(NC(=S)N2CCCC2)cc(OC)c1	-36	-28	-8	4	10	1	-8	-11
CCC1(CC)Nc2ccccc2C(=O)N1c1ccc(OC)cc1	-52	-113	-6	6	-79	-8	17	-4
CCOCCN1CCN(c2c(CC)c(C)nc3cc(-c4cc(OC)cc(OC)c4)nn23)CC1	0	14	-12	-3	-13	10	19	40
CCOc1ccc(OCCC(=O)OCC(=O)NC2CCCCC2)cc1	0	11	-1	7	3	4	5	1
COc1cc(-c2noc(CCC(=O)Nc3cccnc3)n2)cc(OC)c1OC	5	7	-4	11	12	-2	12	0
CCN(CC(=O)NCc1cccs1)C(=O)c1ccc(OC)c(S(=O)(=O)N2CCOCC2)c1	-5	18	2	-6	1	4	0	-9
CCN(CCCNC(=O)c1c(C)cc(=O)oc1C)c1ccccc1	11	3	11	9	-6	4	4	0
COc1ccc(C(C(=O)NCc2ccc(F)cc2)N(C(=O)c2csnn2)C2CC2)cc1 (stereo unspecified)	14	-4	0	16	0	2	6	8

Quoted at random: three records from the list, in no set order.
Molecule	Gli-Sufu antag	697 NFkB inh	CCR6 antag	APJ antag	Jurkat NFkB inh	CXCR6 block	UBC13 polyUb	EBI2 block
CCN(CCCNC(=O)c1c(C)cc(=O)oc1C)c1ccccc1	11	3	11	9	-6	4	4	0
CCN(CC(=O)NCc1cccs1)C(=O)c1ccc(OC)c(S(=O)(=O)N2CCOCC2)c1	-5	18	2	-6	1	4	0	-9
CCOc1ccc(OCCC(=O)OCC(=O)NC2CCCCC2)cc1	0	11	-1	7	3	4	5	1

(more compounds)
Molecule	Gli-Sufu antag	697 NFkB inh	CCR6 antag	APJ antag	Jurkat NFkB inh	CXCR6 block	UBC13 polyUb	EBI2 block
COC(=O)c1sccc1NC(=S)Nc1cc(OC)ccc1OC	-12	5	7	8	-21	-6	?	-3
CC(=O)c1cc2c(cc1NC(=O)c1cnc(C)cn1)OCO2	21	10	1	-4	-9	-1	4	-4
CCNc1nc(NC(C)C)nc(N(C#N)CCOc2ccc(Cl)cc2Cl)n1	11	6	-16	-13	-3	-15	7	43
Cc1ccc(NC(=O)c2nc[nH]c2C(=O)N2CCCCC2)c(C(=O)c2ccccc2)c1	-10	3	16	17	-10	-2	-3	0
C=CCOc1ccc(/C=C/C(=O)OCC(=O)NCC2CCCO2)cc1 (stereo unspecified)	-11	22	4	-11	19	-4	-6	0
COC(=O)C1=C(C)NC(=O)C1(Nc1ccc(Cl)cn1)C(F)(F)F (stereo unspecified)	-5	13	2	24	7	-9	5	3
COC(=O)C1=C(C)N=C2SC(C)C(=O)N2C1c1cccs1 (stereo unspecified)	-6	-16	16	21	2	12	-2	-6
COc1ccc(CN(C)Cc2nc(Cc3ccccc3Cl)no2)cc1OC	32	-1	7	1	-3	-2	19	8
COc1cc(OC)cc(C(=O)NCCCCc2ccccc2)c1	-1	-7	7	-6	4	2	3	-1
CCCc1cc(=O)[nH]c(SCC(=O)c2[nH]c(C)c(C(=O)OCC)c2C)n1	-13	6	0	3	6	0	2	2
CC(C)(C)C1CCc2c(sc(NC(=O)C3CC=CCC3C(=O)O)c2C#N)C1 (stereo unspecified)	-6	27	-3	-19	-3	0	-8	-16
CCOC(=O)c1sc(N2N=C(C)C(N=Nc3cccc(C)c3)C2=O)nc1C (stereo unspecified)	-12	16	36	7	-12	19	-23	-2
COc1ccc(CNC(=O)C2CCN(S(=O)(=O)c3ccc4c(c3)CC(C)N4C(C)=O)CC2)cc1 (stereo unspecified)	-2	3	5	22	6	-5	9	9
CC1(C)CC(=O)C(C=Nc2ccncc2)=C(O)C1	-7	7	4	11	19	-2	0	0
CN(C)CCCNC(=O)C(=O)Nc1cc2c3c(c1)CCC(=O)N3CCC2	11	9	-6	2	15	2	-8	-2
COc1cccc(C(=O)Nc2nnc(-c3ccc(F)cc3)o2)c1	1	5	11	-15	1	23	-14	-4
Cc1oc(-c2ccc(Cl)cc2)nc1CN1CCC(C(=O)NCc2ccco2)CC1	2	-6	8	-3	-14	9	1	5
CCCS(=O)(=O)N1CCC(C(=O)NC2CCC(C)CC2)CC1 (stereo unspecified)	-21	-20	9	-7	-30	-11	0	-3
CCc1nccn1CCC(=O)NC1CC(C)(C)Cc2c1cnn2-c1ccc(OC)cc1 (stereo unspecified)	12	-22	10	12	3	6	3	9
Cc1ccccc1C(=O)N1CCC(C(=O)N(CC(C)C)c2c(N)n(CC(C)C)c(=O)[nH]c2=O)CC1	-34	15	-11	-4	-3	13	-1	4
Cc1c(-n2cc(C(=O)O)c(=O)c3cc(F)c(N4CCCC(O)C4)c(F)c32)c(=O)n(-c2ccccc2)n1C (stereo unspecified)	-9	13	2	6	3	-9	11	-11
CCOC(=O)[C@@H]1[C@H]2COc3cc(OC)ccc3[C@@H]2N2C(=O)N(c3ccc(C)cc3)C(=O)[C@]12C	7	8	12	25	19	14	8	8
CCCCN(CC)CCCNC(=O)c1ccc(CS(=O)(=O)c2c(Cl)cccc2Cl)o1	35	0	10	10	-4	-2	1	-7
Cc1nnc(N(C)C(=O)c2ccncc2)s1	-2	2	5	-2	15	10	-4	-1
CC1CCc2cc(F)ccc2N1C(=O)CCC(=O)O (stereo unspecified)	-25	2	-12	5	-14	-1	-8	-7
Cc1nc(-c2ccc(Cl)cc2)sc1C1(C)CC(c2ccc(F)cc2)=NO1 (stereo unspecified)	-20	8	7	-5	-3	-4	-1	-1
COc1cc(CN2CCNC(=O)C2CC(=O)NC2CCCC2)cc(OC)c1 (stereo unspecified)	1	3	6	-38	-2	0	-1	-1
CN(C)c1ccc(/C=C/C(=O)c2ccc(C(C)(C)C)cc2)cc1[N+](=O)[O-]	-12	12	29	-2	-5	11	-22	37
CCNC(=O)COc1cc(C)c(Cl)c(C)c1	11	10	7	-11	4	7	-5	-5
CN(CCOC(=O)C1c2ccccc2Oc2ccccc21)C(C)(C)C	-12	4	3	11	16	-2	-2	8
CCCn1c(C)cc(/C=C(\C#N)C(=O)OCC(=O)N(C)c2c(N)n(Cc3ccccc3)c(=O)[nH]c2=O)c1C	-8	19	14	-3	19	-3	-12	1
COc1cccc(NC(=O)c2ccccc2Oc2ccccc2)c1	2	4	14	10	13	0	11	5
Cc1cc(C(=O)N/N=C/c2ccc(Cl)c([N+](=O)[O-])c2)c(C)n1-c1ccc(F)cc1	10	4	-11	-22	20	-1	-10	30
Clc1ccc(OCCSc2ncccn2)cc1	-96	-142	3	-15	-61	-4	0	1
O=C(Oc1cccc2c(O)cccc12)c1ccco1	-3	.	5	.	.	-2	.	0
O=C(CNC(=O)[C@@H]1Cc2ccccc2CN1)Nc1ccc2c(c1)OCCO2	-11	-50	7	11	-15	-2	-10	7
N#CC1(NC(=O)CSc2nc3ncc(Cl)cc3[nH]2)CCCCC1	26	23	8	-27	1	-3	-3	-12
O=C(Nc1c(F)cccc1F)C(c1ccccc1)c1ccccc1	1	2	14	0	12	-7	6	11
O=S(=O)(c1cccs1)n1cccn1	2	-26	8	-4	-5	-4	-5	5
O=C(CNc1ccc(F)cc1)N/N=C/C1CC=CCC1 (stereo unspecified)	3	13	-10	-28	5	-8	3	12
O=C(CCNC(=O)c1ccco1)NCCc1c[nH]c2ccccc12	-10	3	1	-11	0	2	11	-11
COc1ccc(N2CCN(S(=O)(=O)c3c(C)[nH]c(C)c3C(=O)N3CCCCC3)CC2)cc1	16	8	-14	18	3	3	2	-4
COc1ccc(CNC(=O)C2CCCN(S(=O)(=O)c3ccccc3)C2)cc1 (stereo unspecified)	0	9	-1	14	7	-2	-5	6
Cc1ccc(NC(=O)c2cc(S(=O)(=O)NCCC3=CCCCC3)ccc2F)cc1F	21	-44	17	-9	20	-2	-1	23
CSc1oc(-c2ccccc2)nc1S(=O)(=O)c1ccc(F)cc1	3	-6	18	10	-1	1	8	-11
Cc1nn(C)cc1C(=O)Nc1c(C)nn(Cc2ccccc2Cl)c1C	3	0	-3	-3	5	-10	4	-1
CN(C)CC(C)(C)CNC(=O)CC1C(=O)NCCN1Cc1ccc(-c2ccccc2)cc1 (stereo unspecified)	6	-1	-12	7	2	5	-2	10
C#CCN(C(=O)c1ccc(OC2CCN(Cc3ccccn3)CC2)cc1)C1CCCCC1	-7	-14	12	18	-1	-6	7	-4
CCCOC(=O)C1=C(C)NC2=C(C(=O)CC(C)(C)C2)C1c1cccnc1 (stereo unspecified)	4	10	13	15	8	-2	15	4
COc1cc2nc(SCc3ccc(F)cc3)n(Cc3cccs3)c(=N)c2cc1OC	11	-3	7	12	5	4	8	28

(listing goes on)
Molecule	Gli-Sufu antag	697 NFkB inh	CCR6 antag	APJ antag	Jurkat NFkB inh	CXCR6 block	UBC13 polyUb	EBI2 block
O=C1CCC(/C=C/c2ccccc2)=NN1	-10	-14	6	3	-8	6	-10	2
O=C(CSc1ccccc1C(=O)O)Nc1ccc2c(c1)OCO2	46	11	6	19	2	11	9	-8
O=C(O)C1CC(c2cccc(Br)c2)=NO1 (stereo unspecified)	-7	12	14	26	-1	-4	-6	-7
O=C(Nc1ccc(N2C(=O)C3CCCCC3C2=O)cc1Cl)c1cccs1 (stereo unspecified)	-1	-2	3	-26	-4	2	-7	1
O=C(O/N=C/c1ccc(Cl)cc1)C1CCCCC1	-7	3	7	15	-5	-6	6	14
COc1cc(C(=O)NCCOc2ccc(F)cc2)c(Br)c(OC)c1OC	-17	-2	5	9	-10	-1	-10	-3
Cc1onc(-c2ccccc2)c1C(=O)Nc1nc2c(s1)CCCC2	15	-37	-1	-4	6	1	5	-17
COc1ccc(-c2nnn(Cc3nc(N)nc(N4CCCCC4)n3)n2)cc1	-2	22	9	4	17	-15	5	5
C[C@]12c3[nH]c4ccccc4c3CCN1C(=O)C(CC(=O)NCC13CC4CC(CC(C4)C1)C3)C[C@@H]2C(=O)N1CCCCC1 (stereo partly specified)	-4	-5	-5	-8	10	-1	-22	8
COc1ccc(-c2noc3c2-c2nc(-c4ccccc4)sc2CC3)cc1	-14	-22	3	16	-13	0	-6	7
O=C(Cn1ccc(C(F)(F)F)n1)N=Nc1c(O)[nH]c2ccccc12	6	-23	1	-9	0	-11	-13	-6
c1ccc2c(CSc3ncnc4nc[nH]c34)cccc2c1	8	-24	8	3	-2	-6	1	-15
Cc1cc2c(c(=O)n1C)C(C(C)C)C(C#N)=C(N)O2 (stereo unspecified)	-12	14	0	-2	2	2	1	-7
CC(=O)c1ccc(C(=O)Nc2ccc3c(c2)C(=O)NC3=O)cc1	8	9	6	12	-3	-6	19	0
COc1ccc(CCNC(=O)COc2ccc(S(=O)(=O)N3CCCC3)cc2)cc1	-21	1	5	17	-10	-1	8	4
CC(=O)C1CCC2C3CC(C)C4=CC(=O)CCC4(C)C3C(=O)CC12C (stereo unspecified)	10	.	18	.	.	-2	.	-3
O=C(/C=C/c1ccco1)Nc1ccc(Oc2ccccc2)cc1	17	-116	20	-2	-50	-8	-21	15
Cc1cccc(C)c1NC(=O)COC(=O)c1ccccc1[N+](=O)[O-]	-1	12	-5	10	12	-6	8	-13
Cn1c(=O)[nH]c(=O)c2c1nc(NCCCn1ccnc1)n2Cc1ccccc1	5	13	-15	17	4	0	-6	0

Bioassay records: PubChem, Sanford-Burnham Center for Chemical Genomics
